# Screens as filed in PubChem.
# AID2073: disruptors of CaV2.2 binding to Mint1 – biochemical, HTRF (AID 2073); HTRF protein-protein interaction, Mint1-CaV2.2; higher % means a stronger effect; 290,000 tested, 0.19% active; one-dose inhibition, % at 20 µM; IC50 in µM for titrated hits; in the data active = inhibition mostly above about 51%, no sharp cut-off; inconclusive = no clear call, values can overlap the other calls; inactive = mostly below about 53%; also: some results filed as inactive read as strong as hits
# Siah-1 displacement: Siah-1 peptide-binding antagonists, primary screen, biochemical, fluorescence polarization, rhodamine-plectin, uHTS (AID 1817); 290,000 tested, 0.02% active; Siah-1 / rhodamine-plectin peptide fluorescence polarization; higher % means a stronger effect; displacement, % at 20 µM, or IC50 in µM where a hit was titrated;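 active = displacement of at least 50% at 20 µM, with a fluorescence ratio check between 0.3 and a set limit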;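 also: plate controls were Siah plus tracer with DMSO for no effect and tracer alone without Siah for full effect; strong numbers were not always called active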
# NS5 inhibitors: Dengue-2 NS5 methyltransferase inhibitors, primary screen, biochemical, confirmation dose response (AID 588689). Dengue-2 NS5 methyltransferase capping enzyme assay, biochemical; higher % means a stronger effect. inhibition, % at 25 µM, or IC50 in µM where a hit was titrated. 340,000 tested, 0.3% active; in the data active = a potency from the dose series; inconclusive = inhibition above about 29% without an active follow-up result
# GPR35 antagonists: inhibition of zaprinast-stimulated GPR35 beta-arrestin translocation – imaging, U2OS, beta-arrestin-GFP, zaprinast agonist, primary screen (AID 2058) | 290,000 tested, 0.052% active | U2OS GPR35 beta-arrestin-GFP translocation imaging, zaprinast antagonism; higher % means a stronger effect | inhibition, % at 10 µM, or IC50 in µM where a hit was titrated;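 active = inhibition of at least 50% with at least 30 cells and total cytoplasm GFP at most 10,000,000; inconclusive = under 30 cells or total GFP of 10,000,000 plus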
# UTI89 phage lysis: inhibition of K1F phage lysis, E. coli UTI89, bacterial capsule biogenesis inhibitors, alamar blue (AID 488966). E. coli UTI89 K1F phage lysis, alamar blue, 2 h; higher % means a stronger effect. inhibition, % at 100 µM, or IC50 in µM where a hit was titrated. 340,000 tested, 0.02% active;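 active = phage lysis inhibition, versus mean bacterial control, above a set limit; inconclusive = no clear call, values can overlap the other calls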;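 also: capsule biogenesis inhibitors block K1F phage lysis so surviving cells raise fluorescence; higher fluorescence means more inhibition of phage lysis; actives were called in the ten point dose series up to 300 µM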
# GPR55 activation: selective activators of receptor GPR55 – imaging, U2OS cells, beta-arrestin-GFP redistribution, primary screen (AID 1961); 290,000 tested, 0.048% active; one-dose activation, % at 10 µM; EC50 in µM for titrated hits; U2OS GPR55 beta-arrestin-GFP redistribution imaging; higher % means a stronger effect;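 active = activation above 40% with more than 50 cells counted in the well; inconclusive = wells holding fewer than 50 cells, flagged as toxic or sparse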;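 also: U2OS osteosarcoma cells stably expressing GPR55 and beta-arrestin-GFP; plate controls were DMSO negative control for no effect and LPI positive control for full effect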
# NTR1 ag: agonists of NTR1, primary screen, imaging, U2OS cells, beta-arrestin-GFP, high content (AID 493036). NTR1-U2OS beta-arrestin-GFP spot imaging, agonist mode. activation, % at 20 µM. P30989. 330,000 tested, 0.17% active;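 active = activation at or above 40% of the spot to cytoplasm intensity ratio, with at least 20 cells analyzed; inconclusive = wells under 20 cells, flagged as cytotoxic or low count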;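 also: 0% = DMSO without peptide and 100% = 100 nM NTR1 peptide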
# Target sequence (P30989 whole entry, looked up): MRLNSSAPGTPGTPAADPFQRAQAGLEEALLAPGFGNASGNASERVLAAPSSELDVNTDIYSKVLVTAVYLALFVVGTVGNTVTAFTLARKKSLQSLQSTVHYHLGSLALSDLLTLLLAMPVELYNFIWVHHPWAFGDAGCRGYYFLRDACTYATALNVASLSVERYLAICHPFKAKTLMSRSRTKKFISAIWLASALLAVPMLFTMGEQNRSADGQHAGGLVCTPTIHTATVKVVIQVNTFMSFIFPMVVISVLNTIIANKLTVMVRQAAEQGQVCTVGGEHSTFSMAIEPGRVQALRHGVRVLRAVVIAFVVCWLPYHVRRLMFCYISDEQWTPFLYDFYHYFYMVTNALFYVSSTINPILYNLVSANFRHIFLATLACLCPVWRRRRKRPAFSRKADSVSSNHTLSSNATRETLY
# HIV fusion peptide: inhibitors of HIV fusion peptide binding, primary screen, biochemical, uHTS, fluorescence dequenching (AID 1986); cell-free peptide binding, fluorescence dequenching, 30 min; higher % means a stronger effect; one-dose inhibition, % at 20 µM; IC50 in µM for titrated hits; 290,000 tested, 0.3% active; in the data active = inhibition mostly above about 52%, no sharp cut-off; inactive = mostly below about 76%; also: some results filed as inactive read as strong as hits
# GPR55 LPI antagonism: inhibition of LPI-stimulated GPR55 beta-arrestin translocation – imaging, U2OS, beta-arrestin-GFP, LPI agonist, primary screen (AID 2013). one-dose inhibition, % at 10 µM; IC50 in µM for titrated hits. 290,000 tested, 0.13% active. U2OS GPR55 beta-arrestin-GFP translocation imaging, LPI antagonism; higher % means a stronger effect;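 active = spots per cell inhibited over 60%, with over 100 cells counted and total cytoplasm intensity under 500,000; inconclusive = wells with under 100 cells, flagged as likely toxic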;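 also: U2OS cells stably carrying GPR55 and arrestin-GFP stimulated by 5 µM LPI near EC80; imaged beta-arrestin-GFP aggregate spots per cell after agonist stimulation; plate controls were LPI-stimulated DMSO wells for no effect and DMSO wells without LPI for full effect; some results filed as inactive read as strong as hits; confirmed hits need IC50 under 10 µM and bright autofluorescent wells are also inconclusive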
# NTR1 ag cell count 20 µM: second read-out of NTR1 ag, no call of its own (marks repeat the call); cell count; measured here: cell count, cytotoxicity flag
# NS5 inhibitors pilot replicate: recorded beside NS5 inhibitors, whose call it bears; inhibition, %; measured here: pilot screen replicate inhibition
# Numbers without * were called inactive; ? = inconclusive; . = no result given; [ ] = another dose, or the depositor's remark.
SMILES,AID2073,Siah-1 displacement,NS5 inhibitors,GPR35 antagonists,UTI89 phage lysis,GPR55 activation,NTR1 ag,NTR1 ag cell count 20 µM,HIV fusion peptide,GPR55 LPI antagonism,others
CCC(COC)NCc1cn(-c2ccc(F)cc2F)nc1-c1ccccc1C (configuration not stated),2%,5%,0%,17%,2.1%[50 µM],0.2%,0.3,68,0.7%,18%,
COc1ccc(CCNCCN2CCOCC2)cc1,4%,3%,-1%,0%,-0.3%,0.6%,-1.2,49,3.2%,6%,
C=CCn1c(=O)c2ccccc2n2c(SCc3nc(N)nc(Nc4ccccc4C)n3)nnc12,?,-3%,-4%,8%,-0.2%,0.4%,1.0,46,0.2%,0%,
N#C/C(=C\C=C\c1ccccc1)c1nc(-c2ccc3c(c2)OCO3)cs1,?,9%,?,-5%,1.3%[50 µM],0.2%,0.9,37,149%,3%,
COc1ccc(Cl)cc1N1C(=O)C2CCCN2C1c1ccccc1F (configuration not stated),-3%,-1%,-7%,-10%,5.7%,-0.2%,1.5,36,-2.3%,6%,
COc1ccc(C(CNC(=O)c2oc3ccc(Br)cc3c2C)N2CCCCC2)cc1 (configuration not stated),6%,-3%,-1%,10%,2.4%,0.0%,18,59,-1.5%,16%,
Cc1cccc(N2CCN(C(=O)c3cc(=O)[nH]c4ccccc34)CC2)c1C,9%,2%,-16%,0%,-0.6%,1.0%,1.6,53,-0.7%,4%,
CCN(CC)C(=O)c1cc(S(=O)(=O)N2CCCCC2)c[nH]1,7%,-1%,-8%,8%,-5.5%,-0.1%,2.9,56,0.1%,6%,
O=C(CCN1CCN(CC(=O)Nc2ccccc2Cl)CC1)Nc1ccccc1F,0%,0%,-5%,5%,0.0%,-0.1%,-0.4,43,0.7%,-10%,
COc1ccc(N2CCSC2C(=O)NN)cc1 (configuration not stated),3%,-2%,6%,0%,0.3%,0.9%,0.7,36,-1.0%,7%,
CCc1noc(C)c1C(=O)OCC(=O)Nc1ncc(Cl)cc1Cl,-6%,-3%,0%,0%,0.1%,-0.1%,0.1,61,-1.8%,13%,
Cc1ccc(-n2nc(CC#N)c(C#N)c2N)cc1Cl,3%,4%,-4%,6%,0.4%,0.6%,-0.8,40,2.4%,-4%,
COC(=O)[C@@]1(Cc2ccc(F)cc2)[C@H]2c3cc(C(=O)N(C)C)n(CCSCCO)c3C[C@H]2CN1C(=O)c1ccccc1,-4%,10%,.,-2%,.,0.4%,3.7,96,0.5%,7%,
CC1(C)OC(=O)C(=Cc2ccc(-c3ccc(S(N)(=O)=O)cc3)o2)C(=O)O1,?,-2%,27%,-9%,-0.9%,-0.2%,-1.2,27,14%,2%,
CCC(C)(C)n1nnnc1C(c1ccccc1)N1CCN(C2CCCC2)CC1 (configuration not stated),6%,-1%,0%,-13%,2.8%,-0.2%,-1.1,45,0.9%,3%,
CCCCN1C(=O)c2ccc(C(=O)Nc3ccc(C)c(S(=O)(=O)N(C)C)c3)cc2C1=O,-6%,-6%,-4%,-3%,1.7%[50 µM],0.3%,10,63,-2.2%,-17%,
Cc1oc(-c2ccccc2F)nc1CS(=O)(=O)CC(=O)N1CCN(c2ccccc2)CC1,38%,1%,-6%,6%,0.1%,-0.1%,9.9,54,2.9%,-5%,
CC(NS(=O)(=O)c1ccccc1)C(=O)NCc1ccco1 (configuration not stated),0%,-1%,-2%,2%,1.7%,-0.2%,0.3,52,4.4%,-3%,
COc1ccc(C2CC(C)(c3ccc(OC)cc3)Nc3ccccc3N2)cc1 (configuration not stated),-4%,0%,3%,-6%,0.6%,-0.1%,7.4,54,-0.5%,-2%,
Cc1nc2c(sc3nc4c(cc32)COC(C)(C)C4)c(=O)n1Cc1ccccc1,-4%,-1%,3%,-7%,0.0%,-0.1%,2.8,53,3.1%,6%,
CCCN(CCC)S(=O)(=O)c1ccc(NS(=O)(=O)c2ccc(F)cc2)cc1,9%,2%,-2%,-2%,-1.0%,-0.3%,-1.0,66,0.9%,29%,
CC1CCCC(C)N1/N=C/C=C/c1ccccc1[N+](=O)[O-] (configuration not stated),-7%,-4%,2%,-3%,0.3%,0.2%,-0.2,65,-0.6%,9%,
C=CCNC(=S)NNC(=O)c1ccc2c(c1)OCO2,-33%,-2%,6%,8%,-0.1%,-0.1%,2.8,69,-4.9%,-5%,NS5 inhibitors pilot replicate=-0.3
COc1cccc(N2CCN(C(=O)c3oc4ccccc4c3NC(=O)CCc3cc(OC)no3)CC2)c1,14%,2%,-6%,3%,0.2%,0.0%,0.2,79,-0.3%,-3%,
COc1ccc(-c2cc(C(=O)Nc3cc(Br)ccc3O)no2)cc1,33%,-1%,-5%,-5%,0.1%,0.3%,1.2,81,21%,6%,

# Overlap with the part before: two entries, followed by the next part.
SMILES,AID2073,Siah-1 displacement,NS5 inhibitors,GPR35 antagonists,UTI89 phage lysis,GPR55 activation,NTR1 ag,NTR1 ag cell count 20 µM,HIV fusion peptide,GPR55 LPI antagonism,others
COc1cccc(N2CCN(C(=O)c3oc4ccccc4c3NC(=O)CCc3cc(OC)no3)CC2)c1,14%,2%,-6%,3%,0.2%,0.0%,0.2,79,-0.3%,-3%,
COc1ccc(-c2cc(C(=O)Nc3cc(Br)ccc3O)no2)cc1,33%,-1%,-5%,-5%,0.1%,0.3%,1.2,81,21%,6%,
CCn1c(CNC(=O)c2cccc(C)c2)nnc1SCC(=O)Nc1nnc(C)s1,1%,6%,-7%,-15%,0.2%,-0.2%,-1.3,47,-0.3%,3%,
Cc1ccc(SCC(=O)Nc2ccc(N3CCN(C)CC3)c(F)c2)cc1,10%,-1%,4%,18%,0.4%,0.3%,1.2,88,3.2%,1%,
COc1ccc(C(C(=O)NC2CCCCC2)N(C(=O)CCl)c2ccc(Cl)cc2)cc1 (configuration not stated),-6%,8%,0%,1%,-0.2%,0.6%,30,48,1.6%,12%,
OC(CN1CCCCC1)CN(c1ccccc1)c1ccccc1 (configuration not stated),11%,-4%,-3%,-5%,0.2%,-0.1%,0.3,62,1.9%,1%,
COc1ccc(C(=O)N2CCN(S(=O)(=O)c3ccc(Cl)cc3)CC2)cc1OC,5%,2%,-1%,-9%,0.5%,-0.2%,1.0,86,2.5%,12%,NS5 inhibitors pilot replicate=0.3
COc1cc(CN2CCN(c3ccccc3C)CC2)cc([N+](=O)[O-])c1O,-8%,-2%,-4%,6%,3.6%,-0.2%,-0.6,67,0.7%,-7%,
O=C(COC(=O)c1ccc(Br)o1)Nc1cccc(S(=O)(=O)N2CCCCCC2)c1,0%,-8%,-5%,23%,1.1%,0.3%,-1.8,46,-1.5%,4%,
Cc1n[nH]c(=S)n1/N=C/c1ccccc1OCc1ccc(Cl)cc1,?,1%,-9%,4%,0.6%,-0.1%,13,84,-0.1%,15%,NS5 inhibitors pilot replicate=-5.3
COCCn1c(C)nnc1SCC(=O)NNC(=O)c1ccc(Br)cc1,3%,-1%,-3%,3%,0.0%,0.2%,1.0,54,-1.0%,6%,
CCc1nnc(NC(=O)c2ccc(COc3ccccc3Cl)o2)s1,14%,6%,-12%,21%,-0.1%,-0.2%,2.8,38,-0.6%,10%,
CC(C)C1Oc2ccccc2N(CC(=O)N(Cc2ccncc2)Cc2ccco2)C1=O (configuration not stated),3%,1%,-12%,9%,-0.1%,0.0%,0.2,73,2.1%,7%,
Cc1ccc(C(=O)C[n+]2ccc(-c3nnc4n3CCC4)cc2)cc1,0%,-6%,-3%,7%,2.1%[50 µM],0.8%,-1.0,65,0.2%,6%,
COc1ccc(Cl)cc1-c1n[nH]c(=S)o1,29%,3%,-11%,-7%,3.5%,0.0%,-3.0,87,-0.5%,-6%,
CN(C)c1ccc(/C=C2\N=C(c3ccc(Cl)c([N+](=O)[O-])c3)NC2=O)cc1,28%,3%,-31%,31%,0.2%,2.5%,-2.0,65,5.2%,13%,
C=CCOc1c(Br)cc(/C=N\n2nnnc2N)cc1OC,-1%,3%,1%,-7%,7.1%,0.4%,1.3,50,-1.9%,0%,
Cc1ccc(C(=O)Nc2ccc3nccnc3c2)cc1,29%,-3%,-3%,11%,0.3%,0.5%,0.0,64,1.8%,15%,
O=C(CSc1nc(-c2ccccc2)cs1)N1CCN(C(=O)c2ccco2)CC1,-1%,3%,0%,-4%,0.5%,0.0%,-2.2,95,0.8%,3%,
COc1ccccc1N1CCN(C2CCN(C(=O)c3cc(OC)c(OC)c(OC)c3)CC2)CC1,-4%,9%,-6%,5%,0.2%,0.0%,-1.0,81,-1.3%,13%,
O=C(O)COc1ccccc1/C=N/NC(=O)CSc1nnc(-c2ccc(Cl)cc2)n1C1CCCCC1,23%,15%,-1%,4%,0.1%,-0.1%,-0.2,53,3.7%,10%,
CCCCC(=O)Nc1ccc(N2CCN(S(C)(=O)=O)CC2)cc1,46%,-2%,-7%,1%,2.8%,-0.1%,2.0,62,-1.5%,11%,
C=CCOc1cccc(C2c3c(oc4ccc(F)cc4c3=O)C(=O)N2CCCN2CCOCC2)c1 (configuration not stated),2%,4%,1%,-3%,8.0%,0.3%,-4.8,43,-2.1%,-1%,
COc1cc(OC)cc(C(=O)OCC(=O)NCc2ccc3c(c2)OCO3)c1,-5%,3%,-5%,-1%,0.3%,0.2%,-0.1,80,-0.7%,0%,
O=C(CN1CCN(Cc2ccccc2)CC1)N/N=C/c1cccnc1,8%,15%,3%,2%,0.4%,0.1%,-1.1,54,-0.4%,2%,
Fc1ccccc1NC(=S)Nc1cccnc1,-3%,-1%,-10%,11%,-0.1%,-0.1%,1.0,51,-1.9%,1%,

# Three consecutive records already listed, for reference:
SMILES,AID2073,Siah-1 displacement,NS5 inhibitors,GPR35 antagonists,UTI89 phage lysis,GPR55 activation,NTR1 ag,NTR1 ag cell count 20 µM,HIV fusion peptide,GPR55 LPI antagonism,others
CCn1c(CNC(=O)c2cccc(C)c2)nnc1SCC(=O)Nc1nnc(C)s1,1%,6%,-7%,-15%,0.2%,-0.2%,-1.3,47,-0.3%,3%,
Cc1ccc(SCC(=O)Nc2ccc(N3CCN(C)CC3)c(F)c2)cc1,10%,-1%,4%,18%,0.4%,0.3%,1.2,88,3.2%,1%,
COc1ccc(C(C(=O)NC2CCCCC2)N(C(=O)CCl)c2ccc(Cl)cc2)cc1 (configuration not stated),-6%,8%,0%,1%,-0.2%,0.6%,30,48,1.6%,12%,
